TAG inh – reduces triacylglycerol accumulation in H9c2 cells; actives 0.66% (n = 230,000); Nile Red lipid (TAG) fluorescence; cells loaded with 200 µM oleic acid; inhibition, % at 12.5 µM;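 active = pattern-corrected inhibition of lipid staining of at least 50% with the nuclear-stain viability signal not falling by more than 50%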;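 also: 0% = DMSO wells and 100% = triacsin C control wells; some results filed as inactive read as strong as hits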
TAG inh DAPI viability – further read-out of TAG inh, marked with its call; DAPI nuclei signal change (viability), lower = more cytotoxic, %;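 whole-well DAPI fluorescence read on a plate reader as a viability signal; minus 50 percent equals half of cells still viable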
Active calls of the source: *; i = inactive.

The first three records, to show the layout:
SMILES	TAG inh	TAG inh DAPI viability
CC(=O)C[C@H]1c2cc(C(F)(F)F)ccc2S(=O)(=O)N1c1ccc(N(C)C)cc1	-24	1
CCN(CC)S(=O)(=O)c1ccc(NC(=O)COC(=O)c2c[nH]c(=O)[nH]c2=O)cc1	-6	2
CN(C)/C=N/c1nc(Sc2ccc(C(F)(F)F)cc2[N+](=O)[O-])n[nH]1	-8	1

The list itself, previewed entries included:
SMILES	TAG inh	TAG inh DAPI viability
CC(=O)C[C@H]1c2cc(C(F)(F)F)ccc2S(=O)(=O)N1c1ccc(N(C)C)cc1	-24	1
CCN(CC)S(=O)(=O)c1ccc(NC(=O)COC(=O)c2c[nH]c(=O)[nH]c2=O)cc1	-6	2
CN(C)/C=N/c1nc(Sc2ccc(C(F)(F)F)cc2[N+](=O)[O-])n[nH]1	-8	1
COC(=O)CSc1ccnc2cc(Cl)ccc12	5	6
COc1ccc2c(c1)C(C1C(=O)CCCC1=O)c1ccccc1O2 (configuration not stated)	-16	0
O=C(Nc1ccccc1N1CCCC1)c1ccc(Cl)cc1Cl	-13	-12
CC(=O)Nc1ccc(-c2csc(NC(C)c3ccccc3)n2)cc1 (configuration not stated)	-1	1
CCOc1ccc(NC(=O)CN(C)C(=O)C2CC(=O)N(c3cccc(SC)c3)C2)cc1OCC (configuration not stated)	-14	-4
CCn1c(CNC(=O)Cc2ccc(OC)cc2)nnc1SCC(=O)c1ccccc1	8	-4
CCN(Cc1ccccc1)C(=O)COC(=O)c1n[nH]c2ccccc12	4	-1
COc1ccc(CCCC(=O)N/N=C/c2ccccc2OC)cc1	2	5
COc1ccc(NC2CC(=O)NC2=O)cc1 (configuration not stated)	-5	6
CN(C)S(=O)(=O)c1cc(NC(=O)CN2CCN(c3ccccc3F)CC2)ccc1Cl	-9	5
CCCCn1c(N)c(N(CC(C)C)C(=O)C2CC(=O)N(c3ccccc3C(C)CC)C2)c(=O)[nH]c1=O (configuration not stated)	-3	4
CC(NCCC1(Cc2ccccc2Cl)CCOC(C)(C)C1)c1cccs1 (configuration not stated)	14	7
Cc1ccc(CC(=O)Nc2ccc(C(=O)N3CCCCC3)cc2)cc1	-28	-9
Cc1ccc(C(=O)NNC(=O)c2cccc3ccccc23)cc1	-4	4
COc1ccc(N2CC(C)Cn3c2nc2c3c(=O)n(Cc3ccccc3F)c(=O)n2C)c(OC)c1 (configuration not stated)	-4	-20
COc1cccc(C(=O)OCC(=O)c2c[nH]c3ccccc23)c1OC	9	1
CCOC(=O)C1CCN(C(=O)c2c(-c3c(Cl)cccc3Cl)noc2C)CC1	-11	-5
O=C(Nc1cccnc1)C1CCC(CNS(=O)(=O)c2cccc3nsnc23)CC1 (configuration not stated)	4	-2
Cc1ccc(C)c(OCCC(=O)OCC(=O)Nc2cc(S(=O)(=O)N3CCCCC3)ccc2C)c1	-8	0
O=c1cc(NCCc2ccccc2)c2ccccc2o1	-15	-5
CCOP(=O)(OCC)c1nc(-c2cccc3ccccc23)oc1N1CCCCC1	-7	i
C=CCn1c(SCc2ccc(C#N)cc2)nnc1-c1cccc(OC)c1	1	-14
Next section:
SMILES	TAG inh	TAG inh DAPI viability
CCOc1cc(C(=O)N(CC)CC(=O)Nc2ccc3c(c2)OCCO3)ccc1OC	4	2
Cc1ccc(C2c3c(oc4ccccc4c3=O)C(=O)N2c2nnc(C(C)C)s2)o1 (configuration not stated)	-3	-4
Clc1ccc(NC2=NCCCCC2)cc1	5	-2
COc1ccccc1C(=O)NNc1ncc(C)s1	-4	1
C=CC[C@H](CC(=O)N(CCO)Cc1ccccc1)C(=O)N[C@H](COC(=O)[C@H](CC=C)CC(=O)OC(C)(C)C)Cc1c[nH]c2ccccc12	14	2
O=C(CSc1cn(CCNC(=O)c2ccccc2)c2ccccc12)NCc1ccco1	-6	-7
CC(=O)Oc1c(I)cc(I)cc1C(=O)Nc1ccc(Cl)cc1	3	6
Cn1c(=O)c(=O)n(C)c2cc(S(=O)(=O)N3CCc4ccccc43)ccc21	-15	-14
COc1ccccc1C(=O)N1CCN(Cc2nc(CC3CC3)no2)CC1	-2	-3
CC1CCN(C(=O)CSc2nnc(Cc3cccn3C)n2CCc2ccccc2)CC1	2	5
COc1ccc(S(=O)(=O)N2CCC(C)CC2)cc1Br	3	-4
COc1ccc(-c2csc(NC(=O)c3nc(-c4ccccc4)oc3C)n2)cc1	16	11
CC(Sc1nnc(-c2ccccc2F)n1C)C(=O)NC1CCCCC1 (configuration not stated)	-10	-5
COc1ccc(NC(=O)CN(C)C(=O)CCCSc2nc3ccccc3[nH]2)cc1	3	0
Cc1ccc(-n2nc3c(c2NC(=O)c2cccs2)CS(=O)(=O)C3)cc1C	9	-2
CC(=O)c1cc2c(cc1NC(=O)CCn1cccc1)OCO2	-8	-1
CCc1nc(NC(=O)NS(=O)(=O)c2ccccc2C(=O)OC)nc(OC)n1	6	1
CSc1ccc(CN2CCC(C)(Oc3cccc(F)c3)C2)cc1 (configuration not stated)	-9	-1
c1ccc2c(c1)NC(c1ccncc1)n1c-2nc2ccccc21 (configuration not stated)	53*	-6.3*
O=C(NC1CCCCC1)C(c1cccs1)N(CC1CCCO1)C(=O)c1csnn1 (configuration not stated)	-16	4
Cc1cccc2cc(C#N)c(NCCCNS(=O)(=O)c3ccc(Cl)cc3)nc12	-1	9
O=C(Nc1nnc(C2CC2)s1)c1cc(-c2ccccc2)nn1-c1ccccc1	19	-5
COc1ccc(CN2CCOC2=O)cc1OC	-1	-3
COc1cccc(CNC(=O)c2ccc(F)c(S(=O)(=O)N3CCCCC3)c2)c1	10	-6
CC(Sc1nnc(C2CC2)n1C)C(=O)Nc1ccc(N2CCOCC2)cc1 (configuration not stated)	20	-13

Whole records, looked up by structure. Screens in order: TAG inh, TAG inh DAPI viability
`CN(C)S(=O)(=O)c1cc(NC(=O)CN2CCN(c3ccccc3F)CC2)ccc1Cl` is listed with -9, 5
`Clc1ccc(NC2=NCCCCC2)cc1` is listed with 5, -2
`O=c1cc(NCCc2ccccc2)c2ccccc2o1` is listed with -15, -5
`COc1ccc(CN2CCOC2=O)cc1OC` is listed with -1, -3

(cont.)
SMILES	TAG inh	TAG inh DAPI viability
CN(C)C(=O)c1ccc(-c2cc3onc(-c4ccccc4)c3c(=O)n2C)cc1	-10	3
CC1(C)CN(c2ccc(F)cc2)C1=O	-3	3
COc1cccc(C2CC(c3ccccc3)=NN2S(=O)(=O)c2ccccc2)c1OC (configuration not stated)	-10	17
Cc1ccc(-c2nc3ccc([N+](=O)[O-])cc3[nH]2)cc1	-12	6
COc1cc(OC)c(OC)cc1CNCC1COc2ccccc2O1 (configuration not stated)	-5	13
C=CCOC(=O)c1ccc(-n2cncn2)nc1	6	6
COc1ccccc1N(C)S(=O)(=O)c1ccc(Cl)c(C(=O)N2CCC2)c1	-16	9
COc1ncnc2c1ncn2CCCNCc1ccc(C)o1	0	0
CCCS(=O)(=O)N1CCN(C(=O)c2ccccc2F)CC1	3	-1
O=[N+]([O-])c1cccc(C2Nc3ccccc3CO2)c1 (configuration not stated)	-13	-3
CC1CCCN(C(=O)CSc2nnc3ccccn23)C1 (configuration not stated)	14	6
CN(Cc1cccnc1)Cc1cn(C)nc1-c1cccc(Cl)c1	-5	1
COc1ccccc1CNC(=O)C1(C)CCN1Cc1ccc2ccccc2c1 (configuration not stated)	-11	5
Cc1cc(C)n2nc(SCC(=O)Nc3ccccc3F)nc2n1	-9	-12
COc1ccc(/C=N/NC(=S)Nc2c(C)n(C)n(-c3ccccc3)c2=O)cc1OC	0	-2
Clc1ccc(OCc2cnc(Cl)s2)cc1	-11	4
CCC(C)N(C(=O)COC(=O)c1ccc(N)c([N+](=O)[O-])c1)C1CCS(=O)(=O)C1 (configuration not stated)	4	-2
Cc1ccc(S(=O)(=O)CC(=O)N(C)C)cc1	-8	-1
CCCN(C(=O)c1cccs1)c1c(N)n(Cc2ccccc2)c(=O)[nH]c1=O	5	2
O=C(Nc1ccccc1-c1nnn(CC(=O)N2CCOCC2)n1)c1ccc(F)cc1	3	-5
COC(=O)CCN1CCN(S(=O)(=O)c2cccc(Br)c2)CC1	2	1
COC(=O)Cc1ccc(OC2(C)CCN(Cc3csc4ccccc34)C2)cc1 (configuration not stated)	-10	5
O=C(CSc1ccccc1F)NC(=O)c1ccccc1Br	8	-1
Nc1nc(SCC(=O)Nc2ccccc2-c2ccccc2)n[nH]1	-9	5
Cc1ccc(CC2CC(=O)N(c3ncccn3)C2=O)cc1 (configuration not stated)	-5	7

Of the compounds above, these contain fluorine:
SMILES	TAG inh	TAG inh DAPI viability
CC(=O)C[C@H]1c2cc(C(F)(F)F)ccc2S(=O)(=O)N1c1ccc(N(C)C)cc1	-24	1
CN(C)/C=N/c1nc(Sc2ccc(C(F)(F)F)cc2[N+](=O)[O-])n[nH]1	-8	1
CN(C)S(=O)(=O)c1cc(NC(=O)CN2CCN(c3ccccc3F)CC2)ccc1Cl	-9	5
COc1ccc(N2CC(C)Cn3c2nc2c3c(=O)n(Cc3ccccc3F)c(=O)n2C)c(OC)c1 (configuration not stated)	-4	-20
CC(Sc1nnc(-c2ccccc2F)n1C)C(=O)NC1CCCCC1 (configuration not stated)	-10	-5
CSc1ccc(CN2CCC(C)(Oc3cccc(F)c3)C2)cc1 (configuration not stated)	-9	-1
COc1cccc(CNC(=O)c2ccc(F)c(S(=O)(=O)N3CCCCC3)c2)c1	10	-6
CC1(C)CN(c2ccc(F)cc2)C1=O	-3	3
CCCS(=O)(=O)N1CCN(C(=O)c2ccccc2F)CC1	3	-1
Cc1cc(C)n2nc(SCC(=O)Nc3ccccc3F)nc2n1	-9	-12
O=C(Nc1ccccc1-c1nnn(CC(=O)N2CCOCC2)n1)c1ccc(F)cc1	3	-5
O=C(CSc1ccccc1F)NC(=O)c1ccccc1Br	8	-1

The list continues:
SMILES	TAG inh	TAG inh DAPI viability
COc1ccc(S(=O)(=O)NC(=O)C2(C)CCN2C(=O)COc2ccc(Cl)cc2)cc1OC (configuration not stated)	7	6
CCn1c(O)c(N=NC2=NC(=O)CS2)c2ccccc21	12	-5
CCc1ccc(OCC(=O)NNC(=S)NC(=O)C2CC2)c(Br)c1	6	9
CCOC(=O)Nc1ccccc1C(=O)Nc1cc(C)cc(C)c1	-19	1
COCCNC(=O)/C(C#N)=C\c1ccc(CNS(=O)(=O)c2ccc(C)cc2)o1	0	2
CCOc1ccc2nc(C(=O)N3CCCC(C)C3)sc2c1 (configuration not stated)	20	-11
CCCCNC(=O)N(C)c1nc2ccccc2s1	10	-4
c1ccc(-c2cc3c(N4CCN(c5ccccc5)CC4)ncnc3s2)cc1	-14	16
C#CCOCCOCCOCCNc1nc(N2CCN(C(=O)Cn3cc(CCO)nn3)CC2)nc(N2CCN(C(=O)[C@H]([C@@H](C)CC)n3cc(CCCCN)nn3)CC2)n1	-11	9
COC(=O)c1c(C)oc(C)c1S(=O)(=O)NCc1ccc(Cl)cc1	-10	-4
O=S(=O)(c1ccc(Br)cc1)c1nc(-c2ccccc2)oc1NCCN1CCOCC1	3	11
CCN(CC)CCC(c1ccc2c(c1)OCO2)c1c(OC)cc(OC)c2c(-c3ccccc3)cc(=O)oc12 (configuration not stated)	57*	-32*
CC(C)=CCN1CCN(Cc2cccn2-c2ncccn2)CC1CCO (configuration not stated)	2	1
O=C(CC1CC2CCC1C2)N1CCN(S(=O)(=O)c2ccc(F)cc2)CC1 (configuration not stated)	-8	1
CCC(C)(C(=O)NC1CCCC1)N(Cc1ccco1)C(=O)Cc1cccs1 (configuration not stated)	-15	-3
COc1ccc(CCNCc2ccc(OCc3ccc(Cl)nc3)c(OC)c2)cc1OC	26	9
O=S1(=O)CCC(N=Cc2cc(Br)ccc2O)C1 (configuration not stated)	-23	3
O=C(/C=C/c1ccco1)NCC(=O)N/N=C/c1ccc(Cl)cc1	13	-10
C/C(=N\NC(=O)c1c[nH]c2ccccc12)c1ccc2c(c1)OCO2	-7	3
CN1CCC(N(C)C(=O)c2cccc(S(=O)(=O)N3CCOCC3)c2)CC1	9	-4
O=C(O)c1c[nH]c2c([N+](=O)[O-])cccc2c1=O	6	-6
Cc1ccc(C(=O)Nc2cccnc2)cc1S(=O)(=O)N1CCOCC1	7	1
CC(OC(=O)CCN=C1NS(=O)(=O)c2ccccc21)C(=O)Nc1ccc(F)cc1 (configuration not stated)	-12	2
COc1ccc2c(Cl)c(C(=O)NCCc3ccc(S(N)(=O)=O)cc3)sc2c1	-2	2
CC(C)(C)OC(=O)C[C@@H]1C/C=C\C[C@H](CC(=O)NCCO)C(=O)N[C@@H](Cc2ccccc2)COC1=O	-34	-1
Additional compounds
SMILES	TAG inh	TAG inh DAPI viability
COc1ccc(-c2noc(N3CCC(C(=O)Nc4ccc(OC)cc4OC)CC3)n2)cc1	-14	4
Cc1cccc(NC(=O)C2CCCN2C(=O)NC2CCCCC2)c1 (configuration not stated)	11	5
COc1ccc(NC(=O)c2cc(-c3ccccn3)nc3ccccc23)c(OC)c1	0	-14
CC(C)CC1(C2CCCC2)NC(=O)NC1=O (configuration not stated)	-5	1
Cc1c(C)n2c(SCC(=O)NC3CCCC3)nnc2[nH]c1=O	-3	6
CC(c1ccccc1)N1C(=O)c2ccc(C(=O)NCc3ccco3)cc2C1=O (configuration not stated)	10	-6
Cc1ccc(NC(=O)C(C)OC(=O)c2nc(Cl)ccc2Cl)cc1S(=O)(=O)N1CCOCC1 (configuration not stated)	-2	6
CC(C)NC(=O)Cn1c(SCC(=O)c2ccc(F)cc2)nc2ccccc21	2	1
O=C(O)c1ccc2cccnc2c1O	6	2
O=C1/C(=C/c2ccncc2)SC(=S)N1Nc1ccccc1	2	0

Not all compounds are listed, so the mix of outcomes need not match the whole.
